# K1F lysis inhibition = inhibition of K1F phage lysis, E. coli UTI89, bacterial capsule biogenesis inhibitors, alamar blue (AID 488966); E. coli UTI89 K1F phage lysis, alamar blue, 2 h; higher % means a stronger effect; inhibition, % at 100 µM, or IC50 in µM where a hit was titrated; actives 0.02% (n = 340,000);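 active = phage lysis inhibition, versus mean bacterial control, above a set limit; inconclusive = no clear call, values can overlap the other calls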;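 note: capsule biogenesis inhibitors block K1F phage lysis so surviving cells raise fluorescence; higher fluorescence means more inhibition of phage lysis; actives were called in the ten point dose series up to 300 µM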
# Salmonella PhoP GFP = inhibitors of PhoP regulon expression, primary screen, Salmonella Typhimurium, GFP reporter (AID 1863); S. Typhimurium PhoP-regulated promoter GFP reporter, 4 h; higher % means a stronger effect; one-dose inhibition, % at 50 µM; IC50 in µM for titrated hits; actives 0.16% (n = 300,000);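 active = inhibition over 29.93%, a cutoff 3 SD above the screen mean, later confirmed by dose response; inconclusive = inhibition over 29.93% but no dose response follow-up; inactive = inhibition at most 29.93% or unconfirmed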;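 note: 0% = low Mg2+ inducing control and 100% = high Mg2+ repressing control; strong numbers were not always called active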
# NTR1 ag = agonists of NTR1, primary screen, imaging, U2OS cells, beta-arrestin-GFP, high content (AID 493036) | actives 0.17% (n = 330,000) | activation, % at 20 µM | NTR1-U2OS beta-arrestin-GFP spot imaging, agonist mode;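 active = activation at or above 40% of the spot to cytoplasm intensity ratio, with at least 20 cells analyzed; inconclusive = wells under 20 cells, flagged as cytotoxic or low count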;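 note: 0% = DMSO without peptide and 100% = 100 nM NTR1 peptide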
# Target sequence (P30989 whole entry, looked up): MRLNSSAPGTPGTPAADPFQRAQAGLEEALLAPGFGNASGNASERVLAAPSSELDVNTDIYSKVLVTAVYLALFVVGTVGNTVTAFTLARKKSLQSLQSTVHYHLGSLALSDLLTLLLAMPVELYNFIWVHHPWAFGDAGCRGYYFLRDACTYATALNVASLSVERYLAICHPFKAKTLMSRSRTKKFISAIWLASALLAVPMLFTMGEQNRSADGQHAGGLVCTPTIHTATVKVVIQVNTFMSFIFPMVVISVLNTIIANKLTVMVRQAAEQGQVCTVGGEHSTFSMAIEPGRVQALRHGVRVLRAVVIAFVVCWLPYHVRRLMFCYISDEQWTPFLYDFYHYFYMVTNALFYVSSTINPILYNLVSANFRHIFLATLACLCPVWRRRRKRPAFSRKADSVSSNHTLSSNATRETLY
# T cell modulator = T cell immune modulation candidate; 2C CD8+ T cell-vesicle binding, flow cytometry; active compounds read low; calls only at 7 µM; actives 0.068% (n = 330,000); AID 2052;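 active = response, share of CD8 T cells binding vesicles, and their 90th percentile fluorescence all below set limits, cut at about 80% in these data, passing the limit was not always enough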
#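 Read-out – percent CD8+ FL2 mean versus row control · System – murine 2C transgenic CD8+ T lymphocytes · Times – 1.5 h cell–vesicle binding at 37 °C, then 20 min icy labelling · Control set – naked vesicles low, QL9 vesicles with vehicle high · Detection – cytometric PE anti-B7-1 and Alexa647 anti-CD8 signals after 1% paraformaldehyde fixation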
# Large T inhibition = SV40 large T antigen inhibitors, biochemical (AID 1903). SV40 large T antigen ATPase/helicase inhibition assay; higher % means a stronger effect. inhibition, % at 20 µM; hits with a dose series show IC50 in µM. actives 0.39% (n = 310,000); in the data active = a potency from the dose series; inconclusive = inhibition mostly from about 32% at the one dose, without a potency; inactive = the rest, 99 in 100 with inhibition below about 32%; note: strong numbers were not always called active
# Rac1 GTP hydrolysis = MgcRacGAP GTPase-activating activity inhibitors, confirmation, biochemical, ADP Hunter fluorescence; actives 0.6% (n = 340,000); AID 624330; inhibition, % at 30 µM, or IC50 in µM where a hit was titrated; MgcRacGAP-stimulated Rac1 GTP hydrolysis, ADP Hunter fluorescence; higher % means a stronger effect; GST-tagged Rac1 F28L mutant substrate;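 active = first-screen hits whose inhibition reached a set limit at any dose in the follow-up dose series; inconclusive = inhibition above the set first-screen limit but never retested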;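 note: fluorescence reports GDP produced by GAP-driven GTP hydrolysis; strong numbers were not always called active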
# TNAP activation fold = human TNAP enzyme activators, primary screen, biochemical, luminescent, no phosphate acceptor, uHTS (AID 1001); purified TNAP, luminescent activation assay, no phosphate acceptor; higher activation fold means a stronger effect; activation fold at 20 µM; hits with a dose series show EC50 in µM; actives 0.03% (n = 200,000); in the data active = activation fold from about 3, or a potency from the dose series; inactive = the rest, 99 in 100 with activation fold below about 1.6; note: many of its hits are not listed in these tables
# RSV CPE inhibition = RSV antiviral activity via CPE protection, HEp-2 cells, primary 10 µM value included (AID 2391); HEp-2 cells, RSV-induced CPE inhibition; higher % means a stronger effect; CPE inhibition, % at 10 µM; hits with a dose series show IC50 in µM; actives 0.13% (n = 310,000); in the data active = a potency from the dose series; inconclusive = CPE inhibition mostly from about 23% at the one dose, without a potency; inactive = the rest, 99 in 100 with CPE inhibition below about 21%; note: strong numbers were not always called active
# Myeloid diff 2 = compounds promoting myeloid differentiation; ER-HoxA9 myeloid progenitors, lysozyme-GFP differentiation, flow cytometry; calls only at 10 µM; actives 1% (n = 360,000); AID 624256;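 active = normalized GFP-positive differentiation at or above the plate's own cutoff, the solvent-only control mean plus 3 SD; inconclusive = no clear call, values can overlap the other calls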;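 note: cells exposed to compound for four days before flow analysis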
# T cell modulator vesicle-bound % = second read-out of T cell modulator, no call of its own (marks repeat the call); double positive events, %; measured here: CD8+ vesicle-bound cell fraction;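 binding gate set so that unloaded-vesicle control wells show 10% double positive cells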
# NTR1 ag cell count 20 µM = also measured in NTR1 ag; calls as there; cell count; measured here: cell count, cytotoxicity flag
# Myeloid diff 2 GFP+ MAC1+ % = second read-out of Myeloid diff 2, no call of its own (marks repeat the call); GFP+ MAC1+ double positive, %; measured here: differentiation confirmed by MAC1 staining
# The depositor's hits bear a star; i = inactive; ? = inconclusive; nt = no result given; [ ] = dose if it differs, or a comment.
SMILES,K1F lysis inhibition,Salmonella PhoP GFP,NTR1 ag,NTR1 ag cell count 20 µM,T cell modulator,T cell modulator vesicle-bound %,Large T inhibition,Rac1 GTP hydrolysis,TNAP activation fold,RSV CPE inhibition,Myeloid diff 2,Myeloid diff 2 GFP+ MAC1+ %
COc1ccc(NC(=O)CCN2C(=O)NC3(CCCC3)C2=O)cc1Cl,0.8%[50 µM],nt,-0.7,46,i,10,nt,-2%,nt,1.0%,i,0.9
Cc1c(C(=O)Nc2ccccc2)oc2c1C(=O)CC(C)(C)C2,2.1%,7%,-0.7,54,i,6,4%,11%,1.1,-0.3%,i,7.4
CC(=O)Nc1ccccc1C(=O)C(=O)Nc1cccc(C(=O)NC2CC2)c1,5.3%,-7%,3.1,42,i,30,7%,13%,1.1,1.8%,i,0.2
CC(OC(=O)CCC(=O)c1ccccc1)C(=O)Nc1ccc(F)cc1 (stereo not given),1.6%[50 µM],16%,-0.3,61,i,35,8%,1%,nt,-0.7%,i,0.3
Cc1cccc(C(C)C)c1NC(=O)CN(C)Cc1cccc(F)c1,0.3%,6%,1.1,103,i,67,3%,2%,1,6.8%,i,0.4
CCCCSc1nc(O)c(Cc2ccccc2)c(=O)[nH]1,0.3%,-8%,-2.3,80,i,27,20%,6%,1.1,0.8%,i,0.8
Cc1cc(NC(=O)CSc2ccc3nnc(-c4cccnc4)n3n2)no1,0.0%,9%,2.2,52,i,41,0%,7%,1.1,2.2%,i,1.9
O=C(COC(=O)c1ccc(CNS(=O)(=O)c2ccc(F)c(Cl)c2)cc1)NC1CCCCCCC1,1.9%,10%,8.3,54,i,6,-4%,-4%,1,2.4%,i,0.2
COc1ccc(C=O)cc1COc1ccc2c(c1)OCO2,1.4%[50 µM],nt,4.0,70,nt,nt,nt,4%,nt,nt,i,1.0
COC(=O)c1ccccc1NC(=O)c1cn(-c2ccc(C)c(C)c2)c(=O)c2ccccc12,4.1%,10%,1.8,53,i,50,10%,8%,1.1,0.5%,i,0.7
O=C(Nc1ccccc1)Nc1nnc(-c2cccs2)s1,0.0%,3%,1.2,73,i,47,16%,10%,1.1,1.2%,i,0.6
COc1ccccc1NC(=O)Nc1ccc(S(=O)(=O)Nc2onc(C)c2C)cc1,0.4%[50 µM],nt,0.0,43,i,48,nt,7%,nt,1.3%,i,1.5

# Sorted by the number under RSV CPE inhibition (descending): 3 of the compounds above
SMILES	Salmonella PhoP GFP	T cell modulator	T cell modulator vesicle-bound %	Large T inhibition	Rac1 GTP hydrolysis	TNAP activation fold	RSV CPE inhibition	Myeloid diff 2 GFP+ MAC1+ %
O=C(Nc1ccccc1)Nc1nnc(-c2cccs2)s1	3%	i	47	16%	10%	1.1	1.2%	0.6
COc1ccc(NC(=O)CCN2C(=O)NC3(CCCC3)C2=O)cc1Cl	nt	i	10	nt	-2%	nt	1.0%	0.9
COC(=O)c1ccccc1NC(=O)c1cn(-c2ccc(C)c(C)c2)c(=O)c2ccccc12	10%	i	50	10%	8%	1.1	0.5%	0.7

# Complete entries, quoted from the list. Values in the order: K1F lysis inhibition	Salmonella PhoP GFP	NTR1 ag	NTR1 ag cell count 20 µM	T cell modulator	T cell modulator vesicle-bound %	Large T inhibition	Rac1 GTP hydrolysis	TNAP activation fold	RSV CPE inhibition	Myeloid diff 2	Myeloid diff 2 GFP+ MAC1+ %
# CC(=O)Nc1ccccc1C(=O)C(=O)Nc1cccc(C(=O)NC2CC2)c1 as listed: 5.3%	-7%	3.1	42	i	30	7%	13%	1.1	1.8%	i	0.2
# O=C(Nc1ccccc1)Nc1nnc(-c2cccs2)s1 as listed: 0.0%	3%	1.2	73	i	47	16%	10%	1.1	1.2%	i	0.6
# Cc1cc(NC(=O)CSc2ccc3nnc(-c4cccnc4)n3n2)no1 as listed: 0.0%	9%	2.2	52	i	41	0%	7%	1.1	2.2%	i	1.9

# Continuation:
SMILES,K1F lysis inhibition,Salmonella PhoP GFP,NTR1 ag,NTR1 ag cell count 20 µM,T cell modulator,T cell modulator vesicle-bound %,Large T inhibition,Rac1 GTP hydrolysis,TNAP activation fold,RSV CPE inhibition,Myeloid diff 2,Myeloid diff 2 GFP+ MAC1+ %
Nc1ccc(C(=O)O)cc1S(=O)(=O)O,0.2%,-11%,1.1,53,i,21,23%,14%,nt,0.0%,i,0.5
CC(=O)NC(C(=O)OCC(=O)N(c1ccccc1)c1ccccc1)C(C)C (stereo not given),-0.6%[50 µM],-5%,0.8,68,i,36,15%,1%,nt,0.9%,i,0.2
CCOc1ccccc1N1CCN(C(=O)c2cccs2)CC1,0.1%,-1%,-0.4,67,i,54,3%,11%,nt,-0.3%,i,0.4
COc1ccc(C(C)=O)cc1COC(=O)CNC(=O)c1ccccc1F,2.4%[50 µM],-1%,3.1,61,i,50,21%,6%,1.1,4.0%,i,0.7
CCCNC(=O)Nc1cccc(C(=O)OC)c1,1.4%,-3%,1.6,55,i,28,9%,8%,nt,1.2%,i,0.1
CCC1=NN2C(=N)/C(=C/c3ccc(OS(=O)(=O)c4ccccc4)c(OC)c3)C(=O)N=C2S1,0.0%,-2%,0.8,48,i,9,13%,17%,nt,1.9%,i,0.3
COc1ccc(NC(=O)c2ccc(-c3nn(C)c(=O)c4ccccc34)cc2)cc1,0.2%,-3%,2.3,54,i,24,21%,2%,1.1,-1.5%,i,0.1
O=P(OC1CCS(=O)(=O)C1)(c1ccccc1)c1ccccc1 (stereo not given),0.2%,11%,-1.4,77,i,10,3%,1%,1.1,2.1%,i,1.0
COc1ccc(NC(=O)CN(C)C(=O)c2cccc(-n3cccc3)c2)cc1,1.7%[50 µM],-5%,2.2,76,i,21,7%,14%,nt,0.5%,i,0.9
O=C(Nc1ncc(Br)s1)C(Cc1ccccc1)n1cccc1 (stereo not given),-0.4%,0%,15,57,i,22,7%,1%,1.1,7.0%,i,1.6
COC(=O)c1[nH]c2ccccc2c1NC(=O)CN1CC(C)OC(C)C1 (stereo not given),0.1%,-9%,0.8,62,i,34,-2%,0%,1.1,1.3%,i,1.5
CCCCn1c(N)c(N(CC(C)C)C(=O)C2CCN(C(=O)c3ccc(Cl)cc3)CC2)c(=O)[nH]c1=O,-0.1%[50 µM],5%,-1.9,51,i,22,12%,1%,nt,0.1%,i,0.9
COc1ccc(-c2csc(NC(=O)Nc3ccccc3)n2)cc1,0.2%,0%,-0.6,86,i,60,20%,-3%,nt,14%,i,0.7
Cc1onc(-c2ccccc2Cl)c1C(=O)NCC1CCCO1 (stereo not given),0.8%,5%,1.9,45,i,6,23%,4%,1.1,2.6%,i,1.7
COc1ccccc1C(=O)Nc1nc2cc3c(cc2s1)OCO3,-1.2%[50 µM],0%,1.9,56,i,56,18%,11%,nt,1.8%,i,0.3
COc1ccccc1/C=C1\SC(=S)N(NS(=O)(=O)c2ccc(C)cc2)C1=O,-1.5%[50 µM],4%,1.1,92,i,24,6%,8%,nt,7.6%,i,0.2
COC(=O)C1=C(C)N(CCCC(=O)O)C(=O)NC1c1ccc([N+](=O)[O-])cc1 (stereo not given),2.9%,nt,2.7,80,i,26,11%,6%,nt,1.1%,i,2.0
COc1ccc(/C=C/C(=O)O)cc1S(=O)(=O)NCc1cccnc1,0.2%,1%,2.8,52,i,31,7%,8%,nt,-1.0%,i,0.7
Cc1cccc(NC(=O)CNC(=O)N2CC(=O)Nc3ccccc32)c1C,-0.1%,-2%,0.2,48,i,26,-4%,-11%,nt,3.0%,i,2.0
O=C(COC(=O)c1cnccn1)NC(=O)c1ccccc1,0.9%[50 µM],5%,0.8,67,i,43,12%,5%,nt,-0.4%,i,0.4
CC(C)Oc1ccccc1C1CC(=O)Nc2cc3c(cc21)OCCO3 (stereo not given),-0.4%,0%,3.5,60,i,57,15%,8%,1.1,3.1%,?,nt
Cc1cc(OCC(=O)N(Cc2ccco2)C2CCS(=O)(=O)C2)cc(C)c1Cl (stereo not given),nt,-4%,1.6,46,i,31,5%,nt,nt,nt,i,1.3
Cc1cnc(C(=O)OCC(=O)Nc2ccc(Br)c(C)c2)cn1,0.9%[50 µM],nt,-3.2,51,i,33,nt,10%,nt,1.8%,i,1.9
c1ccc(-c2csc(Nc3ccc4c(c3)OCCO4)n2)cc1,4.6%,-8%,2.3,48,i,40,16%,12%,1.1,?,i,0.8
COc1ccc(C2Nc3ccc(Br)cc3C(c3ccccc3)N2CC(=O)O)cc1 (stereo not given),0.1%,1%,0.4,64,i,30,16%,2%,1.1,0.2%,i,0.1
O=C(O)/C=C/C(=O)Nc1nccs1,0.3%,0%,-0.7,104,i,41,8%,0%,nt,0.6%,i,0.7
Cc1ccc(S(=O)(=O)N2CCOCC2)cc1NC(=O)COC(=O)CNC(=O)c1ccc(Cl)cc1Cl,0.1%,-8%,1.8,55,i,12,18%,8%,nt,1.4%,nt,nt
CCOc1nc(NCCO)nc(Nc2ccc([N+](=O)[O-])cc2)n1,2.1%,-4%,2.4,48,i,44,4%,7%,1.1,1.1%,i,0.7
CCn1c(COc2ccc(C)cc2)nnc1SCC(=O)Nc1ccc(S(N)(=O)=O)cc1,-0.4%,-2%,-1.7,53,i,34,1%,2%,1.1,2.6%,i,1.3
CN1C(N)=NC(=O)/C1=C/c1ccccc1F,0.1%,-4%,-1.3,88,i,22,9%,-1%,0.5,1.7%,i,0.4
CCOc1ccc(N(CC(=O)NCc2ccco2)S(C)(=O)=O)cc1,0.8%,19%,0.8,40,i,34,1%,14%,1,2.1%,i,1.2
CCOC(=O)c1c(C)oc2c1c(C=NCc1ccccn1)c(O)c1ccccc12,-2.3%[50 µM],-9%,nt,nt,nt,nt,22%,5%,0.9,nt,i,0.8
COc1ccc2c(c1)c(C(=O)CN1CCc3ccccc3C1)c(C)n2C,-1.3%,-8%,1.7,48,i,28,?,-10%,nt,-2.6%,i,0.9
CCN(CC)CCOC(=O)c1ccc(N/C=C(/C#N)c2nc(-c3cc4ccccc4oc3=O)cs2)cc1,-0.7%[50 µM],1%,-0.8,91,i,7,0%,27%,nt,-1.2%,i,2.3
